Source: PubChem BioAssay (several laboratories)
GAA850 FXN act = increases GAA850 frataxin promoter reporter activity | HEK293 lucGAA850 FXN promoter luciferase reporter, 24 h; percent of 10 µM SAHA response | activation, % at 6 µM | 360,000 tested, 0.56% active | AID 540364;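 active = activation above the average of all compounds screened plus 3 SD, cutoff fixed separately per campaign, cut at about 7.5% in these data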;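 note: 0% = DMSO wells and 100% = 10 µM SAHA wells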
HGIII-sPLA2 inh = Blocks human group III sPLA2 activity. Q9NZ20. AID 743126. inhibition, % at 12.2 µM. QFRET BODIPY PC-A2 liposome hydrolysis, fluorescence. 370,000 tested, 0.56% active;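 active = inhibition above mean plus 3 SD of compounds lying within the high and low control bounds, cut at about 19% in these data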;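 note: 0% = median of test compound wells and 100% = no enzyme DMSO wells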
Target sequence (Q9NZ20 whole entry, looked up): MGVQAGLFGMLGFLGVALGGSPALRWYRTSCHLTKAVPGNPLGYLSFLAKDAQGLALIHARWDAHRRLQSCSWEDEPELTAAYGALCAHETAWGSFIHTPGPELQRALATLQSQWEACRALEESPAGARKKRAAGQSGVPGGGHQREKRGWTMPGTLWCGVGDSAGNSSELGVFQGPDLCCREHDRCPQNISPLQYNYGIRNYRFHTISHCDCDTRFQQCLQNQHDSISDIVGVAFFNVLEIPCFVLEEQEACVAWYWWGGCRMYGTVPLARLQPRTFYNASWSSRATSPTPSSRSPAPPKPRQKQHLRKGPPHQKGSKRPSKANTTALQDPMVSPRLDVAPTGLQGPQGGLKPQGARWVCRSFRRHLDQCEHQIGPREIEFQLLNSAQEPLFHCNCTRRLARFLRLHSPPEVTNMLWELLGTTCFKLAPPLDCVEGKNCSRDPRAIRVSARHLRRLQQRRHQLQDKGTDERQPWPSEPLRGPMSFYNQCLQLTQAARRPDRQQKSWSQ
DAX1 inh-1 = inhibitors of DAX1 repression of SF-1 activated StAR promoter; HEK293T StAR-luciferase reporter, SF-1/DAX-1 repression relief; inhibition, % at 6.8 µM; 370,000 tested, 1.1% active; AID 652010;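 active = inhibition above the mean over all tested compounds plus 3 SD, cut at about 3.6% in these data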;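 note: 0% = DAX-1 cells with DMSO and 100% = cells lacking DAX-1 with DMSO; higher inhibition means more luminescence from relief of DAX-1 repression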
hgDAF-12 ag = hgDAF-12 agonism, primary luciferase screen; HEK293 GAL4-hgDAF12 UAS-luciferase reporter, agonist luminescence; normalized to butyrate control; activation, % at 6.8 µM; 370,000 tested, 1.8% active;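 active = activation above a cutoff set at the mean of all screened compounds plus 3 SD, cut at about 10% in these data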;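 note: 0% = DMSO wells and 100% = sodium butyrate wells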
hcDAF-12 act = activates DAF-12 receptor from parasite H. contortus | HEK293 hcDAF-12 lit1-tk-luc reporter, luminescence; 0% DMSO, 100% Δ7-dafachronic acid | activation, % at 6.8 µM | 370,000 tested, 1.4% active | AID 652067;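 active = activation above the mean of all tested compounds plus 3 SD, cut at about 5.5% in these data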;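 note: 100% = response to 3 µM Δ7-dafachronic acid high control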
DAX1 inh-2 = inhibits human nuclear receptor DAX1; P51843; inhibition, % at 6.75 µM; HEK293 Gal4-DAX1 luciferase reporter, luminescence; AID 504766; 340,000 tested, 0.99% active;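 active = inhibition above the mean over all tested compounds plus 3 SD, cut at about 4.2% in these data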;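 note: 0% = DAX1-transfected cells with DMSO and 100% = empty-vector control cells with DMSO; inhibition shows as a rise in luminescence from relieved DAX1 repression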
Target sequence (P51843 207-470 limits assumed): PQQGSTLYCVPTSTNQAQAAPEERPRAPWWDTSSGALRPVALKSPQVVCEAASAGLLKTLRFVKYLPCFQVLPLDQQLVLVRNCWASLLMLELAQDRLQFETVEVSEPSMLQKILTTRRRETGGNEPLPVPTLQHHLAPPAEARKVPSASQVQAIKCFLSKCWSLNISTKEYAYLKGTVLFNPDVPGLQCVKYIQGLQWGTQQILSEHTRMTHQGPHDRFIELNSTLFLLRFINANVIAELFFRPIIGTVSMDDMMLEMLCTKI
GC-B act = GC-B (human) receptor activation; activation, % at 10 µM; HEK293-GC-B cells, CNP EC30, cGMP TR-FRET; 0% at EC30 CNP, 100% saturating CNP; 370,000 tested, 0.11% active; AID 1920062;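 active = activation at 10 µM reaching about 35% in either raw or pattern-adjusted values, limit read from the data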
ADAM10 inh = inhibits human ADAM10 | recombinant ADAM10, EDANS/DABCYL FRET peptide cleavage, 3 h | inhibition, % at 7 µM | 370,000 tested, 0.62% active | AID 720582;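 active = inhibition above a per-campaign cutoff equal to the mean of compounds falling between control-based bounds plus 3 SD, cut at about 20% in these data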;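 note: 0% = DMSO wells while the 100% control is not disclosed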
SMARCA2 activ = SMARCA2 function activation, primary screen. AID 652017. 370,000 tested, 1% active. activation, % at 9.1 µM. MG213 cells, MMTV-luciferase reporter, dexamethasone, overnight; in the data active = activation above about 7.8%;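 note: 0% = vehicle wells and 100% = reference activator wells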
GC-A act = GC-A (human) enzyme activation. P16066. HEK293 GC-A cells, cGMP TR-FRET, EC30 ANP; 0% at EC30 ANP, 100% saturating ANP. activation, % at 10 µM. 370,000 tested, 0.14% active. AID 1671463; in the data active = activation above about 40%
ssDAF12 agonist = activators of S. stercoralis DAF-12 nuclear receptor | HEK293 ssDAF-12/GRIP1 lit1-tk-luc reporter, luminescence; % of 3 µM dafachronic acid response | activation, % at 6.8 µM | 370,000 tested, 1% active;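 active = activation above the mean over all tested compounds plus 3 SD, cut at about 0.9% in these data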;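 note: 0% = DMSO-only wells and 100% = 3 µM delta7-dafachronic acid wells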
Starred values were filed as active, the others as inactive; i = inactive; . = no result given. Compounds were not picked by outcome, and some 6.6% of all compounds hit somewhere here.

SMILES	GAA850 FXN act	HGIII-sPLA2 inh	DAX1 inh-1	hgDAF-12 ag	hcDAF-12 act	DAX1 inh-2	GC-B act	ADAM10 inh	SMARCA2 activ	GC-A act	ssDAF12 agonist
CCc1[nH]nc2c1C(C1C=CCCC1)C(C#N)=C(N)O2 (configuration not stated)	-3.5	-4	-0.5	0.1	-0.2	1.9	5	5	1	-4	-1.0
Cc1ccc(S(=O)(=O)N2CCCC(c3nnc4n3-c3ccccc3SC4)C2)cc1 (configuration not stated)	-0.5	-7	-0.2	2.5	-1.7	-1.2	2	-2	1	-6	-1.0
COc1ccc2c(c1OC)c(=O)n1c3ccc(OC(C)C(=O)NCCN4CCOCC4)cc3c3ccnc2c31 (configuration not stated)	-4.8	5	-2.7	-1.1	-2.8	-4.4	14	i	0	22	-0.5
O=C(c1cncc(Br)c1)N1CCN(c2ccc([N+](=O)[O-])cc2)CC1	1.9	7	-0.5	-2.9	-0.8	0.8	4	3	-4	0	-1.1
COC(=O)C(C)SC1=N/C(=C/c2ccc(-n3cncn3)cc2)C(=O)N1 (configuration not stated)	2.4	3	0.5	-1.0	1.2	2.5	0	7	0	-12	-0.8
CC(=O)Nc1ccc(S(=O)(=O)Nc2ccc(N3CCOCC3)c(F)c2)cc1	-4.2	0	-0.4	2.2	0.0	-0.1	11	-5	0	3	-0.4
Cc1ccc(N(C(=O)c2snc(C(N)=O)c2N)C(C(=O)NCCC(C)C)c2ccco2)cc1 (configuration not stated)	0.7	-8	-0.3	-5.5	-0.2	0.6	-7	-126	-1	-15	-2.0
O=S(=O)(c1cccc(-c2csc(-c3ccccc3)n2)c1)N1CCOCC1	1.4	-8	-0.5	-0.5	-1.4	1.2	-3	10	-1	5	-1.8
CCCCc1ccc(S(=O)(=O)NC(=O)C2(C)CCN2C(=O)CC2CC2)cc1 (configuration not stated)	1.0	10	-0.8	-0.7	-0.7	.	5	-26	-4	2	-0.6
CNC(=O)COC(=O)COc1ccc2c(C)cc(=O)oc2c1	0.1	10	0.1	0.9	0.6	1.6	-3	-201	-3	-5	-1.1
COC(=O)c1ccccc1NC(=O)CN(c1ccc(C)cc1)S(C)(=O)=O	2.5	-4	0.1	0.4	-1.9	-0.4	-13	16	3	-19	-0.8
COC(=O)[C@]12CCCCC=C1N(CCc1ccc(OC)c(OC)c1)C(=O)[C@H](CC(=O)NCCc1ccccc1OC)C2	.	-13	-1.6	-3.6	-1.9	.	-6	-2	-2	-2	-0.6
COc1ccc(S(=O)(=O)Nc2cc(C(=O)NCCCN3CCOCC3)ccc2N2CCOCC2)cc1	-0.1	10	0.5	-3.8	3.5	-0.7	-4	-11	-5	1	-0.2
CCn1c(SCC(=O)Nc2nnc(C)s2)nnc1C(C)NC(=O)c1ccccc1F (configuration not stated)	0.1	4	0.1	0.0	-0.7	2.0	-4	1	-2	-1	-0.9
COc1ccc(S(=O)(=O)NC(Cc2cnc[nH]2)C(=O)O)cc1 (configuration not stated)	0.0	11	0.5	1.8	-0.8	0.7	0	8	-4	1	-1.1
CC(=O)Nc1ccc(NC(=O)C(=O)c2cn(CC(=O)N3CCCC3)c3ccccc23)cc1	-1.0	0	0.4	1.9	-2.1	-0.1	-2	-6	-1	-2	-0.9
CC(=O)c1ccc(OC(=O)Oc2ccc(C(C)=O)cc2)cc1	-1.9	11	-0.2	1.4	-1.1	1.3	2	-8	-3	2	-1.1
CCN(C(=O)CN1C(=O)NC(c2ccccc2)(c2ccc(C)c(C)c2)C1=O)C1CCS(=O)(=O)C1 (configuration not stated)	0.5	-4	-0.5	1.8	0.8	0.0	-2	1	0	0	-1.2
Cc1ccc(CNc2oc(COc3ccccc3Cl)nc2C#N)cc1	4.9	-7	0.7	-1.6	-1.0	-0.2	6	6	0	1	-1.0
Cc1nnsc1C(=O)NNS(=O)(=O)c1cc(C(F)(F)F)cc(C(F)(F)F)c1	1.3	7	-0.1	-1.1	-1.2	1.0	-3	6	3	1	-0.1
Cc1nc(C)c(CCNC(=O)c2ccccc2Br)s1	0.0	-6	0.0	2.6	0.0	-1.5	-3	3	0	1	-0.7
O=C(Cn1cc([N+](=O)[O-])ccc1=O)N1CCc2ccccc21	0.6	10	-0.3	-0.2	2.4	-1.1	4	-11	-2	0	0.3
COc1ccc(NC(C)=O)cc1NC(=O)CSc1nnc(-c2ccc(F)cc2)n1N	-0.5	2	-0.4	1.1	0.1	1.0	3	-8	-1	3	-1.4
Cc1ccc(C(=O)Nc2nc(C)c(C)s2)o1	3.1	1	3.0	13*	4.1	2.2	-3	-1	5	-5	-0.6
COC(=O)C(Cc1ccccc1)NC(=O)COc1ccc(C(C)(C)C)cc1 (configuration not stated)	-0.6	-6	-1.5	-2.7	-0.4	-1.9	4	11	-3	1	-1.7

Remaining list, next part.
SMILES	GAA850 FXN act	HGIII-sPLA2 inh	DAX1 inh-1	hgDAF-12 ag	hcDAF-12 act	DAX1 inh-2	GC-B act	ADAM10 inh	SMARCA2 activ	GC-A act	ssDAF12 agonist
Cc1ccc(C)c(S(=O)(=O)N2CCN(CC(=O)NC(=O)NCc3ccco3)CC2)c1	1.5	-15	-0.2	1.2	-0.7	-0.2	-1	8	-6	3	-1.0
CCOC(=O)c1c(NC2=NS(=O)(=O)c3ccccc32)sc2c1CCCCC2	0.9	6	-0.4	-1.5	-1.8	-0.1	-2	2	-4	-3	-1.2
CCN(Cc1ccc(NC(C)=O)cc1)CC1CCCN(CCc2cccc(OC)c2)C1 (configuration not stated)	-0.3	-9	-0.3	3.6	-0.3	0.4	-3	-7	-1	-7	-0.9
COC(=O)c1cc2c(N)c(C(=O)c3ccc(Cl)cc3)sc2nc1C(OC)OC	-1.6	0	-0.2	-0.7	0.3	3.3	3	1	-4	-30	-0.6
O=C1c2ccccc2NC(c2ccccc2O)N1NS(=O)(=O)c1ccccc1 (configuration not stated)	-1.0	0	-0.1	-0.6	-0.5	0.0	-14	-139	1	-9	-0.1
CC(C)(C)[C@@H]1C=C(C(=O)O)O[C@H](OCc2ccc(CO)cc2)C1	0.5	4	-0.3	0.6	-1.7	0.9	3	-3	0	1	-1.7
COc1ccc(N2CCN(c3cnc4ccccc4n3)CC2)cc1	4.5	1	1.3	11*	-0.3	0.1	2	-3	2	-3	-0.5
COC(=O)c1ccccc1NS(=O)(=O)c1ccc2c(c1)oc(=O)n2C	1.4	-5	-0.4	-1.2	-2.3	3.5	1	-3	-1	-2	-1.3
COc1ccc(-c2cc(C(=O)Nc3cccc(Cl)c3)no2)cc1	5.0	-3	0.3	8.4	2.2	4.2*	-12	-1	5	-3	-0.6
O=C(NCCc1c[nH]c2ccccc12)c1cnc2sccn2c1=O	2.8	-12	2.8	9.8	8.6*	3.0	-1	-12	7	-1	1.4*
COc1ccc(C2c3c(-c4ccccc4O)n[nH]c3C(=O)N2CCc2ccc(OC)c(OC)c2)cc1 (configuration not stated)	-0.1	-28	-1.9	-5.2	-3.3	-1.9	3	24*	-3	4	-1.9
O=C(Nc1nnc([C@@H]2C[C@H](O)[C@@H](CO)O2)s1)Nc1cccc2c1CCCC2	1.4	7	0.7	1.7	-0.9	.	8	-16	-4	1	-0.2
O=C(COc1ccc(S(=O)(=O)N2CCOCC2)cc1)Nc1ccc2c(c1)OCCO2	-6.9	-9	-0.4	-4.4	-1.6	-0.5	2	11	-5	1	-2.0
CC(C)CCNCC(=O)NC(c1ccccc1)c1ccccc1	0.6	5	-0.3	-0.5	-0.9	-0.1	4	-2	-5	-2	-1.4
C#CCOCCOCCOCCNc1nc(OC)nc(N2CCN(C(=O)[C@H](CCC(=O)O)n3cc(C(N)CO)nn3)CC2)n1 (some centres not stated)	0.6	3	-0.7	0.7	-0.8	0.6	7	4	1	2	-0.8
CCCCn1c(=O)c(F)cn(Cc2ccc(OC)c([N+](=O)[O-])c2)c1=O	0.1	8	-0.9	-1.4	0.0	-0.7	3	-5	-1	3	-1.2
Cc1nc(NC(=O)CSC2=NCCS2)sc1C(=O)N(C)C	2.5	5	12*	3.4	1.7	0.1	7	2	1	5	-0.8
O=C(O)C1C(C(=O)O)C1(c1ccccc1)c1ccccc1 (configuration not stated)	0.0	2	-0.5	-0.1	0.9	0.4	3	-2	-3	3	-1.0
CCc1cccc(NC(=O)Cc2ccc(OC)c(OC)c2)c1	0.5	1	-2.4	-3.2	-4.4	-2.3	1	9	-5	1	-2.1
O=C(COc1cccc(Oc2ccccc2)c1)Nc1ncccn1	-0.5	-4	0.0	-2.2	-2.5	0.1	-4	-12	0	0	-0.7

An excerpt from above in order of their number in GC-B act, high to low.
Compound | HGIII-sPLA2 inh | DAX1 inh-1 | hcDAF-12 act | DAX1 inh-2 | GC-B act | ADAM10 inh | SMARCA2 activ | GC-A act | ssDAF12 agonist
Cc1ccc(C)c(S(=O)(=O)N2CCN(CC(=O)NC(=O)NCc3ccco3)CC2)c1 | -15 | -0.2 | -0.7 | -0.2 | -1 | 8 | -6 | 3 | -1.0
CCN(Cc1ccc(NC(C)=O)cc1)CC1CCCN(CCc2cccc(OC)c2)C1 (configuration not stated) | -9 | -0.3 | -0.3 | 0.4 | -3 | -7 | -1 | -7 | -0.9
COc1ccc(S(=O)(=O)Nc2cc(C(=O)NCCCN3CCOCC3)ccc2N2CCOCC2)cc1 | 10 | 0.5 | 3.5 | -0.7 | -4 | -11 | -5 | 1 | -0.2
Cc1ccc(N(C(=O)c2snc(C(N)=O)c2N)C(C(=O)NCCC(C)C)c2ccco2)cc1 (configuration not stated) | -8 | -0.3 | -0.2 | 0.6 | -7 | -126 | -1 | -15 | -2.0
COC(=O)c1ccccc1NC(=O)CN(c1ccc(C)cc1)S(C)(=O)=O | -4 | 0.1 | -1.9 | -0.4 | -13 | 16 | 3 | -19 | -0.8

Among those listed so far, these have bromine.
SMILES	GAA850 FXN act	HGIII-sPLA2 inh	DAX1 inh-1	hgDAF-12 ag	hcDAF-12 act	DAX1 inh-2	GC-B act	ADAM10 inh	SMARCA2 activ	GC-A act	ssDAF12 agonist
O=C(c1cncc(Br)c1)N1CCN(c2ccc([N+](=O)[O-])cc2)CC1	1.9	7	-0.5	-2.9	-0.8	0.8	4	3	-4	0	-1.1
Cc1nc(C)c(CCNC(=O)c2ccccc2Br)s1	0.0	-6	0.0	2.6	0.0	-1.5	-3	3	0	1	-0.7
